BRCA1 expr act: activators of BRCA1 expression; MCF7-BRCA1-FFLuc reporter, luminescence, 48 h; response scale: scaled: vehicle 0%, 10 µM genistein 100%; 1.1% of 380,000 active; Potency, µM (series often up to 46.1 µM), for the others: at the highest dose activation, hits mostly activators; further: nearly all actives have a fitted effect of over 80% in size; some results filed as inactive show a strong effect at the top dose
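Using MCF7 cells harboring a BRCA1 firefly luciferase reporter, plated 2 h before compound pinning, the screen measured luminescence after 48 h incubation. Responses were normalized to DMSO and 10 microM genistein, then fitted for concentration-effect.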
VP16 counter: Gal4-VP16 reporter inhibition counter-screen; Drosophila S2 Gal4-VP16 UAS-luciferase, luminescence, 20 h; Potency, µM (highest dose often 53.6 µM), inactives show at the highest dose activity, negative = inhibition, usual class: inhibitors; 3.5% of 310,000 active;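 further: Gal4-VP16 expression switched on by copper sulfate through the metallothionein promoter; on the % scale 0 is the no-effect control and ±100 the full control effect; nearly all actives have a fitted effect of over 50% in size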
uPA generation: cell surface uPA generation inhibition; cell surface uPA generation assay, qHTS; Potency, µM (series often up to 38.3 µM), inactives show top-dose activity change, negative = inhibition, hits mostly inhibitors; 0.31% of 330,000 active; active means well fitted inhibition curve with a large enough effect; inconclusive means small, poorly fitted or top-dose-only effect; inactive means no such curve, though single readings can be large or run the other way; tested in mouse RAW 264.7 cells; further: on the % scale 0 is the no-effect control and ±100 the full control effect; nearly all actives have a fitted effect of over 55% in size
FLuc counter: counter-screen for miR-21 project: firefly luciferase inhibitors or activators. 6.9% of 360,000 active. P08659. Potency, µM (doses to about 57.5 µM), for inactives: at the top dose activity change, negative = inhibition, hits mostly inhibitors. purified FLuc, Km substrates, luminescence inhibition. AID 588342;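 further: plate controls were vehicle for no effect and reference inhibitor for full effect; nearly all actives have a fitted effect of over 55% in size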
Target sequence (P08659 whole entry, looked up): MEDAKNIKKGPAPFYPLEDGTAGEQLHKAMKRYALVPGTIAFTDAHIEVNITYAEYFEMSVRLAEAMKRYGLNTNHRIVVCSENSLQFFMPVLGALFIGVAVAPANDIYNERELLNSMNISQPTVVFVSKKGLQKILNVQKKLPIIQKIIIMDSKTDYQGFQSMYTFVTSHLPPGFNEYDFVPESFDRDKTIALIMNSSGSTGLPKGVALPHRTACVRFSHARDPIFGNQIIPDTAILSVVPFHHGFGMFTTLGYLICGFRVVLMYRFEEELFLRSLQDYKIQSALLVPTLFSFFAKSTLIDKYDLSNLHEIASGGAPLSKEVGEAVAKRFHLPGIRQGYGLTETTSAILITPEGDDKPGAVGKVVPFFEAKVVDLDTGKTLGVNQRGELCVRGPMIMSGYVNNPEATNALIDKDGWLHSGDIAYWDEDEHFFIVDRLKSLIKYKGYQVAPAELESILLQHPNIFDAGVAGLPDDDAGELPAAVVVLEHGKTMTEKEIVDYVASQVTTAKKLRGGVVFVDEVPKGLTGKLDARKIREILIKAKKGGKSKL
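Purified P. pyralis luciferase (10nM final) with 10uM D-luciferin and 10uM ATP (Km levels) in 50mM Tris acetate pH 7.5, 10mM Mg acetate, 0.01% Tween-20, 0.05% BSA; qHTS 6-point titration, ~60 µM downward; luminescence read.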
RORgamma inh: ROR gamma (mouse) transcription inhibition; Drosophila S2 Gal4-RORgamma UAS-luciferase reporter, 20 h; P51450; Potency, µM (titrated, usually from 53.6 µM), without a hit: top-dose activity change, negative = inhibition, hits mostly inhibitors; 5.4% of 310,000 active; further: on the % scale 0 is the no-effect control and ±100 the full control effect; nearly all actives have a fitted effect of over 60% in size
Target sequence (P51450 whole entry, looked up, the tested form may be a part): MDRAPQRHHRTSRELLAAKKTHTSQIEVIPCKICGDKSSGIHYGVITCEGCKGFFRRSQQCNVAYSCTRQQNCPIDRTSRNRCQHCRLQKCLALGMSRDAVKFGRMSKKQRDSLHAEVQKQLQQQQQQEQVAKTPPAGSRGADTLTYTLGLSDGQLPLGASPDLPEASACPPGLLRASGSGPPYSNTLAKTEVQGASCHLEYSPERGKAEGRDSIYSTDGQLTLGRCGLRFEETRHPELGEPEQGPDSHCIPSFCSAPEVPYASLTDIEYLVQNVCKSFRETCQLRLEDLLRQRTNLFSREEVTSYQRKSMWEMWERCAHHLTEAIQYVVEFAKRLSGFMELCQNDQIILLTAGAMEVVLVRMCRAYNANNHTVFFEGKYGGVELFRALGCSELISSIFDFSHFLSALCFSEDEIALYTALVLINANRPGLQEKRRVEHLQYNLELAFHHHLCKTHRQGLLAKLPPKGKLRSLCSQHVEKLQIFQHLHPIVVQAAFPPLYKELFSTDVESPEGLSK
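Luciferase reporter read in Schneider cells carrying Gal4-RORγ (mouse) and UAS-Photinus luciferase; cells given compound 1 h before 700 uM copper sulfate induction, then incubated 20 h at ambient temperature.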
NPC1 prom act: NPC1 promoter activation. Huh7 NPC1 promoter luciferase reporter, 24 h. Potency, µM (doses to about 9.22 µM), for the others: at the highest dose activation, most hits filed as activators. 2.4% of 320,000 active;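 further: % of control where 0% means no effect; nearly all actives have a fitted effect of over 60% in size; reporter is driven by a mutant NPC1 promoter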
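Huh7 cells stably carrying NPC1 promoter–luciferase, plated in Opti-MEM with 10% FBS for 2 h, were exposed to compound in DMSO for 24 h at 37 °C; luciferase reagent was added for 10 min and luminescence read.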
ELG1 genotoxic: induces genotoxicity in HEK293T cells with luciferase-tagged ELG1; HEK293T ELG1-luciferase reporter, luminescence, 16 h; AID 504466; 1.3% of 330,000 active; Potency, µM (series often up to 46 µM), inactives show at the top dose activity change, positive = activation, usual class: activators; further: % of control where 0% means no effect; nearly all actives have a fitted effect of over 60% in size
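DMSO vehicle served as control against compound-treated ELG1-luciferase HEK293T cells; exposure lasted 16 hr at 37 °C and 5% CO2, followed by ONE-Glo luminescence detection after 30 min.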
Rab9 prom act: Rab9 promoter activation; Potency, µM (titrated, usually from 9.22 µM), without a hit: at the highest dose activation, negative = inhibition, usual class: activators; AID 485297; 2.8% of 320,000 active; Huh7 Rab9 promoter-luciferase reporter, luminescence, 24 h; further: % of control where 0% means no effect; nearly all actives have a fitted effect of over 60% in size
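Luciferase signal after 10 min detection reagent at ambient indicates Rab9 promoter upregulation; stably transfected Huh7 cells were treated 24 h with compound in DMSO at 37 °C, 5% CO2.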
MBNL1-CUG inh: inhibitors of human MBNL1 binding to CUG repeat RNA | TR-FRET MBNL1-His/biotin-(CUG)12 binding, 665/545 ratio | 0.036% of 280,000 active | Potency, µM (highest dose often 57.5 µM), for the others: top-dose activity change, negative = inhibition, hits mostly inhibitors | Q9NR56; active means well fitted inhibition curve with a large enough effect in the signal ratio, with a control signal flat, not every such curve was filed as active; inconclusive means small, poorly fitted or top-dose-only effect, or effect the other way, or a change in a side signal; inactive means no such curve, though single readings can be large or run the other way; the % refers to the signal ratio; further: on the % scale 0 is the no-effect control and ±100 the full control effect
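TR-FRET between His-tagged MBNL1 and biotin-(CUG)12 RNA, detected with Tb anti-His antibody (0.055 ng/ul) and streptavidin-XL665 (5 nM), 60 min at room temperature. Compounds titrated 92 nM to 58 uM; 665/545 nm ratio normalized to buffer and complex controls.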
p53 reactivator: restores transcriptional activity of mutant p53. Potency, µM (doses to about 92.2 µM), for inactives: top-dose activity change, positive = activation, usual class: activators. AID 504706. 0.063% of 320,000 active. H1299 p53-A138V BP100-luciferase reporter, luminescence, 24 h; further: % of control where 0% means no effect; nearly all actives have a fitted effect of over 45% in size
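p53-null H1299 cells stably carrying temperature-sensitive p53-A138V and a BP100-luciferase reporter were pinned with compounds (4-point, 1:5 series) and held 24 hrs at 37 deg C. Luminescence was read 10 min after detection reagent.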
The depositor's hits bear a star; ? = inconclusive; nt = not tested or not shown; [ ] = another dose, or the depositor's remark. Unless noted, the call rests on the fitted dose curve; in most records, active means well fitted curve in the direction sought with a large enough effect; inconclusive means small, poorly fitted or top-dose-only effect, or another doubt; inactive means no such curve, though single readings can be large; an effect the other way counts as inactive or inconclusive. Potency means the concentration at half of the fitted maximal effect.

#	SMILES	BRCA1 expr act	VP16 counter	uPA generation	FLuc counter	RORgamma inh	NPC1 prom act	ELG1 genotoxic	Rab9 prom act	MBNL1-CUG inh	p53 reactivator
1	COCCn1c(SC(C)C(=O)Nc2ccc(N3CCOCC3)cc2)nnc1-c1ccncc1 (stereo not drawn)	-1%	nt	-5%	-5%	nt	1%	5%	1%	nt	1%
2	CC(C)Cc1cc(C(=O)N(C)C2CCCN(Cc3ccccc3F)C2)n(C)n1 (stereo not drawn)	3%	-10%	-6%	2%	0%	2%	-4%	-2%	-6%	-1%
3	N#Cc1ccccc1OCC(=O)OCC(=O)NC1CCS(=O)(=O)C1 (stereo not drawn)	14%	nt	5%	0%	nt	1%	2%	-8%	nt	2%
4	O=C(CSc1nc2[nH]ncc2c(=O)[nH]1)Nc1ccc(OC(F)(F)F)cc1	-22%	nt	-13%	?	nt	-3%	-2%	-1%	nt	-4%
5	Cc1ccc(S(=O)(=O)N2CCN(C)CC2)c2nsnc12	1%	1%	-2%	2%	0%	-2%	1%	-3%	?	-3%
6	COc1ccc(/C=C/C(=O)N2CCC(c3ccccc3)C2)cc1 (stereo not drawn)	37%	-17%	-5%	19µM*	-20%	6%	2%	0%	?	0%
7	CCOC(=O)C1CCN(C(=O)CN(Cc2ccccc2)S(C)(=O)=O)CC1	2%	2%	-16%	-2%	17%	-1%	13%	2%	-1%	12%
8	COCCn1c(-c2ccc(OC)cc2)cnc1SCC(=O)Nc1cc(C)on1	-4%	-12%	0%	0%	3%	-1%	-6%	-27%	-3%	2%
9	CCOC(=O)c1ccccc1NC(=O)CN(c1ccc(OCC)cc1)S(C)(=O)=O	nt	1%	nt	-5%	12%	-4%	1%	-1%	-2%	0%
10	O=C(CN1C(=O)c2ccccc2C1=O)Nc1ccc(Cl)cn1	27%	-4%	5%	8%	8%	2%	6%	-4%	6%	0%
11	CN1CCCN(C(=O)c2ccc(Br)cc2)CC1	-3%	4%	1%	1%	?	-3%	1%	-1%	-11%	-3%
12	CCc1ccc(OCCCC(=O)Nc2ccc(S(=O)(=O)Nc3cc(C)nc(C)n3)cc2)cc1	-8%	-8%	-2%	-18%	29%	0%	-2%	-1%	-1%	0%
13	Cc1onc(-c2ccccc2)c1C(=O)N=C(N)c1ccc(Cl)cc1	-1%	2%	5%	0%	29%	?	-3%	-2%	nt	0%
14	COc1cccc(Oc2ccc(N)cc2)c1	22%	nt	-4%	?	3%[0.365 µM]	0%	?	9%	-8%	9%
15	COC(=O)c1ccc2c(=O)n(-c3ccccc3F)c(=S)[nH]c2c1	-47%	5.6µM*	1%	-9%	3.2µM*	-3%	-2%	16%	11%	2%
16	CCN(CC(=O)Nc1c(F)cccc1F)C(=O)c1cnccn1	0%	nt	4%	6%	nt	-2%	1%	-1%	nt	-3%
17	CCCOc1ccc(/C=N/NC(=O)c2ccc3c(c2)OCO3)c(OCCC)c1	-17%	?	1%	0%	?	10%	0%	8%	-2%	27%
18	O=C(NCCc1ccc(Cl)cc1)c1ccc2[nH]c(=O)c(=O)[nH]c2c1	22%	-7%	3%	-3%	11%	-4%	2%	1%	1%	19%
19	COc1ccc(C(C(=O)OCCN(C)C)c2ccccc2)cc1 (stereo not drawn)	-19%	2%	-1%	-1%	-9%	-3%	2%	3%	-1%	20%
20	Cn1cc(C(=O)N2CCN(c3ccccn3)CC2)c(=O)c2cc(S(=O)(=O)N3CCOCC3)ccc21	10%	0%	3%	3%	3%	-3%	-2%	-5%	3%	-2%
21	CCN(CC)S(=O)(=O)c1ccc(N2CCCC2)c(NC(=O)Cc2cc(OC)c(OC)c(OC)c2)c1	-4%	-16%	0%	2%	22%	-1%	-1%	-1%	5%	-2%
22	O=C(NCc1ccco1)C(c1ccncc1)N(C(=O)Cn1nnc2ccccc21)c1ccccc1 (stereo not drawn)	2%	-2%	-6%	0%	20%	2%	0%	-3%	-5%	2%
23	COCCCNCC(=O)Nc1ccc(OC(F)(F)F)cc1	-32%	13%	-10%	0%	-15%	0%	0%	0%	7%	-2%
24	O=C(Nc1ccccn1)c1cc2cc([N+](=O)[O-])ccc2s1	-10%	2%	-9%	?	?	2µM*	?	1.4µM*	nt	?
25	COCCSc1ccccc1C(=O)Nc1ccccc1C#N	-9%	-8%	-9%	-1%	18%	2%	0%	-4%	1%	15%

Full records, quoted from the list. Order of values: BRCA1 expr act | VP16 counter | uPA generation | FLuc counter | RORgamma inh | NPC1 prom act | ELG1 genotoxic | Rab9 prom act | MBNL1-CUG inh | p53 reactivator
COCCn1c(SC(C)C(=O)Nc2ccc(N3CCOCC3)cc2)nnc1-c1ccncc1 (stereo not drawn) is listed as -1% | nt | -5% | -5% | nt | 1% | 5% | 1% | nt | 1%
CCCOc1ccc(/C=N/NC(=O)c2ccc3c(c2)OCO3)c(OCCC)c1 is listed as -17% | ? | 1% | 0% | ? | 10% | 0% | 8% | -2% | 27%
O=C(NCc1ccco1)C(c1ccncc1)N(C(=O)Cn1nnc2ccccc21)c1ccccc1 (stereo not drawn) is listed as 2% | -2% | -6% | 0% | 20% | 2% | 0% | -3% | -5% | 2%

New compounds follow:
26: Cc1cccc(NC(=O)CN2CCN(C(=O)c3ccc(OCc4cn5ccccc5n4)cc3)CC2)c1C
27: C=CCC1C=C(Cc2ccccc2)CC(CC=C)N1 (stereo not drawn)
28: CC(=O)c1cccc(NC(=O)N[C@@H](CC(C)C)C(=O)O)c1
29: Cc1ccc(C2C(C#N)=C(N)Oc3n[nH]c(-c4cccs4)c32)cc1 (stereo not drawn)
30: COc1ccccc1CNC(=O)CN(C)S(=O)(=O)c1ccc(F)cc1
31: CCn1cc2nc(SCC(=O)Nc3ccc(F)cc3F)n(Cc3ccccc3)c(=O)c2n1

Assay by compound,26,27,28,29,30,31
BRCA1 expr act,0%,5%,0%,-3%,-11%,-44%
VP16 counter,nt,7%,1%,?,22%,-21%
uPA generation,9%,?,nt,2%,3%,1%
FLuc counter,-11%,-3%,1%,-2%,0%,-3%
RORgamma inh,nt,1%,31%,?,-29%,?
NPC1 prom act,-1%,-18%,-1%,-2%,0%,-1%
ELG1 genotoxic,0%,-4%,2%,0%,-1%,-4%
Rab9 prom act,-9%,-1%,-1%,-3%,1%,1%
MBNL1-CUG inh,nt,nt,-12%,-13%,0%,-7%
p53 reactivator,-6%,13%,-1%,-6%,4%,-15%

32: CSc1cccc(NC(=S)N(CCC(C)C)C2CCN(C(C)=O)CC2)c1
33: COc1ccc(-n2nc3ccc(N)cc3n2)cc1Cl
34: COc1ccc(NC(=O)CSCC(=O)Nc2ccc(S(=O)(=O)N3CCCCC3)cc2)cc1
35: Cc1ccc(NC(=O)NC(=O)COc2ccc(Cl)cc2Cl)c(C)c1
36: Cc1c(C)n(C(=O)CN2CCN(c3ccccc3)CC2)c2ccccc12
37: CCCCOc1ccccc1NC(=O)CSc1nnnn1C(C)(C)C

Assay by compound,32,33,34,35,36,37
BRCA1 expr act,-33%,?,-20%,-4%,-21%,1%
VP16 counter,8%,18%,-10%,-2%,-15%,-2%
uPA generation,-4%,?,-4%,14%,1%,1%
FLuc counter,0%,1.5µM*,1%,-1%,3%,-10%
RORgamma inh,?,-29%,-18%,9%,-4%,-9%
NPC1 prom act,-2%,21%,-2%,2%,9%,1%
ELG1 genotoxic,-17%,?,-7%,4%,-4%,-1%
Rab9 prom act,-1%,14%,-2%,-1%,13%,6%
MBNL1-CUG inh,-12%,25%,-10%,5%,-7%,-13%
p53 reactivator,5%,nt,13%,7%,3%,11%

38: Cc1ccn2c(NC3CCCCC3)c(C(C)C)nc2c1
39: COCC(C)NC(=O)COc1ccc(Cl)cc1Cl (stereo not drawn)
40: C#CCNC(=O)C1=C[C@@H](c2csc3ccccc23)[C@H](CCCO)[C@@H](OCC)O1
41: COCCCNC(=O)c1cc(C)nc2ccc(F)cc12
42: CCOC(=O)C1=C(C)c2ccccc2OC1(CC)C(=O)OCC (stereo not drawn)
43: COc1ccc(O)c(C(=O)CC(=O)c2ccccc2C)c1
44: c1ccc(Sc2nc(N3CCCCC3)nc(N3CCCCC3)n2)nc1
45: Cn1nc(C(F)(F)F)cc1C(=O)Nc1ccc(-c2ccno2)cc1
46: CC(=N\NC(=O)c1ccc([N+](=O)[O-])cc1)/C(=N/O)C(=O)Nc1ccccc1

Assay by compound,38,39,40,41,42,43,44,45,46
BRCA1 expr act,-4%,14%,-4%,-22%,1%,?,-13%,-26%,-45%
VP16 counter,-1%,-10%,-4%,-12%,2%,0.71µM*,-29%,-9%,6.3µM*
uPA generation,-2%,1%,5%,6%,11%,-14%,-17%,0%,0%
FLuc counter,-4%,-8%,0%,-14%,nt,?,7%,-8%,1%
RORgamma inh,8%,-32%,17%,0%,4%,20%,-37%,-2%,4µM*
NPC1 prom act,-3%,1%,-3%,1%,nt,?,nt,-10%,12%
ELG1 genotoxic,-8%,-1%,0%,0%,-2%,?,nt,-15%,-11%
Rab9 prom act,-2%,-3%,0%,-9%,nt,3.2µM*,nt,-2%,11%
MBNL1-CUG inh,-8%,10%,14%,-4%,nt,-2%,-4%,0%,?
p53 reactivator,13%,15%,-1%,3%,0%,?,nt,-9%,-9%
